From PubChem BioAssay
Growth percent in the NCI-60 one-dose screen (48 h, 10 µM unless noted): 100 = growth as untreated, 0 = no growth, -100 = all killed.
HL-60(TB): HL-60(TB) leukemia cells; hit rate 9% among 78,000; AID 1794776; active means growth percent below 10
Numbers without * were called inactive; & = joins results of further samples. Not all compounds are listed; count on the stated rates, not on these rows.

nr	molecule	HL-60(TB)
1	Cc1nn(-c2ccccc2)c2[nH]c(-c3ccc(Cl)cc3)c(C3C(=O)N(Cc4ccccc4)c4ccc(Cl)cc43)c12 (configuration not stated)	114
2	COC(=O)C[C@](O)(CCCC(C)(C)O)C(=O)O[C@H]1C(OC)=C[C@@]23CCCN2CCc2cc4c(cc2[C@@H]13)OCO4	-30*
3	O=C(NCCN1CCOCC1)c1ccc(-c2nc3ccc4[nH]ncc4c3c3c2C2CCC3C2)cc1 (configuration not stated)	63
4	COc1ccc(C(=O)/C=C/C23c4ccccc4C(c4ccccc42)C2C(=O)NC(=O)C23)cc1 (configuration not stated)	92
5	O=c1c2ccccc2sc2c(N3CCCC3)nc3ccccc3c12	99
6	CCCCn1c(O)c(N=NC2=NC3C(N2)N(CC)C(=O)N3CC)c2ccccc21 (configuration not stated)	104
7	CN(C)CCCn1c(=O)n(Cc2ccc(F)cc2)c(=O)n(Cc2ccc(F)cc2)c1=O	100
8	O=C(Nc1ccc(F)cc1)c1c(NC(=O)C(F)(F)F)sc2c1CCCCC2	17
9	C#CC1(O)CCC2C3CCC4=Cc5oncc5CC4(C)C3CCC21C (configuration not stated)	74
10	Cc1nn(-c2nc3ccccc3s2)c(N)c1-c1ccc(Cl)cc1	91
11	COc1ccccc1CNC(=O)c1nc(-c2cc(OC)c(OC)c(OC)c2)n(-c2ccc(OC)c(OC)c2)n1	90
12	Cc1cccc(C)c1NC(=O)NCc1ccco1	93
13	C#CCSc1nc2sc3c(c2c(=O)n1N)CCN(C(=O)OCC)C3	96
14	O=C1C=CC(=O)O1	66&103
15	CC1(C)CSC(C)(C)C(=O)N1	68
16	CN(C)c1ccc(N=C2C=CC(=O)c3ccccc32)cc1	82
17	CC1(C)CC(=O)C2=C(C1)N(c1sc3c(c1C#N)CCCC3)c1nc(N)c(C#N)c(N)c1C2c1cccc(Br)c1 (configuration not stated)	94
18	CC1(C)CC(=O)C(N=Nc2c(C(=O)O)ccc3c2C(=O)c2ccccc2C3=O)=C(O)C1	101
19	CCCCCc1ccc(S(=O)(=O)N(C(C)=O)c2cccc(-c3csc(N(CCN4CCN(C)CC4)C(C)=O)n3)c2)cc1	-53*
20	CC(=O)c1c(C)c2ccc(Nc3nccc(-c4cccnc4)n3)cc2oc1=O	90
21	C=CC(O)CN(C)C (configuration not stated)	95
22	COc1cc2c(cc1OCCCN1CCN(C(=S)SCCC(C#N)(c3ccccc3)c3ccccc3)CC1)N=C[C@@H]1CCCN1C2=O	0.2*
23	C[C@H]1[C@H](C)CC[C@]2(C(=O)NCC(=O)OCC#CCN3CCN(C)CC3)CC[C@]3(C)C(=CC[C@@H]4[C@@]5(C)CCC(=O)C(C)(C)[C@@H]5CC[C@]43C)[C@H]12	99
24	COc1cccc2nc3n(c12)C(c1c(F)cccc1Cl)SC3 (configuration not stated)	50
25	CCCCCCCCCCCCCCCCN=C1NOCC1N (configuration not stated)	77
26	COc1ccc(-c2cncnc2N)cc1OC	96
27	COc1ccc(-c2cc(-c3cccnc3)nc(OC)c2C#N)cc1OC	81
28	CN(C)c1ccc2cc(-c3ccccc3F)c(=O)[nH]c2c1	111
29	CNc1ccc(C(=O)C2CC2)cc1	97
30	O=Cc1ccc2ccccc2n1	117
31	COc1ccc(Nc2ncnc3c2c(C)nn3-c2ccc(Cl)cc2)cc1	100
32	COc1cc(N(C)C)ccc1/C=C/C(=O)c1cc(C(=O)c2ccc(Br)cc2)n2ccc(C)cc12	93
33	COc1ccc2c(c1)oc1c(C)c3c(c(C)c12)C(=O)N(CCCCCC#N)C3=O	111
34	Brc1ccccc1C[n+]1cccc2ccccc21	89
35	Nc1nc(-c2cc3c(cc2Cl)NC(=O)/C3=C/c2ccc(Cl)cc2)cs1	-12*
36	Cc1c(C(=O)Nc2ccccc2)sc2c(=O)[nH]c(C(F)(F)F)nc12	107
37	COc1cc(OC)c(S(=O)(=O)N(CCCl)CCCl)cc1C1=NN(C=O)C(c2ccc(Cl)cc2)C1 (configuration not stated)	94
38	O=C(NCCc1ccc(F)cc1)Nc1ccc2c(ccn2C(=O)c2cccc(F)c2)c1	94
39	CCSc1ncnc2nc[nH]c12	101
40	CCNS(=O)(=O)c1ccccc1	103
41	CC1(C)COC(c2ccc3c(c2)OCO3)OC1	65
42	Cc1ccc(C(=O)N=c2n(-c3ccccc3)nc3n2CCN3C2=NCCN2)cc1	109
43	Brc1ccc(C2CC(n3nnnc3-c3ccccc3)=NN2)cc1 (configuration not stated)	88
44	O=S(=O)(Nc1ccc(-n2cnc3cc(-c4ccc(O)cc4)ccc32)cc1)C1CC1	57
45	CN(C(=O)c1ccccc1)N(C)C(=O)c1ccccc1	93
46	N#CC1=C(N)Oc2c(c(=O)oc3ccccc23)C1c1cc(=O)oc2ccc(Cl)cc12 (configuration not stated)	101
47	CCS(=O)(=O)Oc1ccc(NC(=O)C2CCCCC2)cc1	96
48	COc1cc(NC(=O)CC(C)=O)c(OC)cc1Cl	115
49	CCOc1ccccc1NC(=O)CCl	104
50	COc1cc(C)cc2oc3oc(=N)c(-c4csc(-c5c[nH]c6ccccc56)n4)cc3c(=O)c12	98
51	COC(=O)[C@H]1O[C@@H](n2cnc3c(=O)[nH]cnc32)[C@H](O)[C@@H]1O	108
52	COc1cc(/C=C/C(=O)c2ccc(Oc3ncnc4ccccc34)cc2)cc(OC)c1OC	54
53	CCOC(=O)C(=Cc1ccccc1OC)C(=O)OCC	82
54	CCCCN(CCCC)CC(=O)Nc1ccc(C(=O)OCC(C)C)cc1	80
55	N#Cc1cc(O)n2c1C(=N)c1ccccc1-2	91
56	C[C@H]1[C@H](C)CC[C@]2(C(=O)O)CC[C@]3(C)C(=CC(=O)[C@@H]4[C@@]5(C)CCC(=O)C(C)(C)[C@@H]5CC[C@]43C)[C@H]12	104
57	O=C1NS(=O)(=O)c2ccccc21	90&92&106
58	CC(=O)N1N=C(c2ccc(Nc3nc(Nc4ccc(F)cc4)nc(Nc4ccc(Cl)cc4)n3)cc2)CC1c1ccccc1 (configuration not stated)	87
59	COc1ccc(-c2cc(-c3ccc(OC)cc3)n3nc(N)nc3n2)cc1	97
60	CN1C(=S)N(c2ccccc2)C2NC(=O)N(/N=C/C=C/c3ccccc3[N+](=O)[O-])C21 (configuration not stated)	82

The list continues:
nr	molecule	HL-60(TB)
61	COc1cc(C(=O)NN=C2c3ccccc3-c3ccccc32)cc(OC)c1OC	11
62	CC(=O)OCCN(CCc1ccccc1)CCc1ccccc1	91
63	N#Cc1c(N2CCCC2)nc2sc3cc(Cl)c(Cl)cc3n2c1=N	123
64	Cc1cc(NS(=O)(=O)c2ccc(-c3cnc(C4CC4)o3)cc2)ccc1Cl	0.8*
65	CN[C@]12CC3(C=CC(=O)C=C3)O[C@@]1(Cc1ccc(OC)cc1)N(C)C(=O)N2	-3.5*
66	COc1ccc(S(=O)(=O)n2ccc(-c3ccc4c(c3)CCC(C)(C)O4)n2)cc1OC	95
67	CC(C)NC(=O)c1ccc(CONC(=O)OCc2ccccc2)cc1	129
68	Nc1nc(/C=C\c2ccccc2)cc(-c2cc(/C=C\c3ccccc3)nc(N)n2)n1	97
69	CC(O)Cn1cnc2c1c(=O)n(C)c(=O)n2C (configuration not stated)	97
70	Cc1cc(C)c2c(NC(=O)Nc3ccc(Cl)c(Cl)c3)n[nH]c2n1	97
71	COc1ccc(-c2nn(-c3ccccc3)cc2/C=C2\SC(=O)NC2=S)cc1	111&95
72	O=C(Cc1ccccc1)Nc1nnc(NC2CCN(c3nnc(NC(=O)CC4CC4)s3)CC2)s1	99
73	COc1ccc(-c2nc(N=Nc3c(O)[nH]c4ccccc34)[nH]c(=O)c2C#N)cc1OC	103
74	CN(N=O)C(=O)NC(N)=O	44
75	N#Cc1nc(-c2ccc(Cl)cc2)oc1N1CCC(S(=O)(=O)F)CC1	85
76	O=c1c2cc(F)ccc2sc2c(NCCCO)nc3ccccc3c12	86
77	CCOC(=O)CC/C(C)=N\Nc1ccc([N+](=O)[O-])cc1	26
78	CC12CCCCC13NC(=O)C2(C#N)C(C#N)=C(Cl)N3 (configuration not stated)	75
79	C=C1CCC2C3(C)COC(c4cccs4)OC3CCC2(C)C1C/C=C1/C(=O)OCC1O (configuration not stated)	101
80	O=C1CCC(Nc2ccccc2)N1 (configuration not stated)	120
81	CC(C)C[C@@H]1NC(=O)[C@H](Cc2c[nH]c3ccccc23)NC(=O)[C@H](CO)NC(=O)[C@H](CCCNC(=N)N)NC(=O)[C@H](CC(C)C)NC(=O)[C@H](CCCNC(=N)N)NC(=O)[C@H](Cc2ccc(O)cc2)NC(=O)[C@H](Cc2ccc(O)cc2)NC(=O)[C@H](CO)NC(=O)[C@@H]2CCCN2C(=O)CNC(=O)[C@H](CC(N)=O)NC(=O)[C@@H](Cc2ccc(O)cc2)NC(=O)CSC[C@@H](C(N)=O)NC(=O)[C@H](CO)NC(=O)[C@H](CO)NC1=O	119
82	CN1CCN(CCO)CC1	111
83	C/C(=N\NC(N)=O)C1=C(O)C(C(C)C)NC1=O (configuration not stated)	122
84	Cc1ccc(-c2csc(C3=C(O)CN(NC(=O)c4ccoc4C)C3=N)n2)cc1	133

An excerpt of these results, field by field:
74) CN(N=O)C(=O)NC(N)=O
  HL-60(TB): 44

84) Cc1ccc(-c2csc(C3=C(O)CN(NC(=O)c4ccoc4C)C3=N)n2)cc1
  HL-60(TB): 133

Further structures follow.
nr	molecule	HL-60(TB)
85	c1cnc2[nH]cc(-c3nc(-c4ccsc4)cs3)c2c1	104
86	COc1cccc(NC(=S)Nc2ccc(O)cc2)c1	96
87	O=C(O)CN1C(=O)CSC1=S	116
88	O=C(Nc1ccc(Cl)c([N+](=O)[O-])c1)Nc1nc2ccccc2s1	91
89	N#Cc1cc2c(N)c(C(=O)c3ccc(Cl)cc3)sc2nc1N	93
90	N#Cc1c(-c2cccs2)cc(-c2cnccn2)nc1SCC(=O)N/N=C/c1ccncc1	118
91	O=C(O)c1ccc(Cn2cc(CSc3nc4ccccc4s3)nn2)cc1	100
92	C=CCCCCCCCCC1OCC(C)O1 (configuration not stated)	110
93	Nc1c(-c2nc3ccccc3[nH]2)nnn1-c1ccccc1Cl	100
94	Cc1cccc(NC(=O)Oc2ccc(C#N)cc2)c1	99
95	O=c1c2ccccc2nc(COc2ccccc2)n1/N=C/c1ccc(N2CCCCC2)cc1	82
96	COc1cc2cc(Sc3ccc(NC(=O)c4cc(C(F)(F)F)cc(C(F)(F)F)c4)cc3)c(C)nc2cc1OC	76

Structures from the list above that contain a furan ring, fused or not:
nr	molecule	HL-60(TB)
12	Cc1cccc(C)c1NC(=O)NCc1ccco1	93
33	COc1ccc2c(c1)oc1c(C)c3c(c(C)c12)C(=O)N(CCCCCC#N)C3=O	111
84	Cc1ccc(-c2csc(C3=C(O)CN(NC(=O)c4ccoc4C)C3=N)n2)cc1	133

(continued)
nr	molecule	HL-60(TB)
97	O=C(NCc1ccc(Cl)cc1Cl)C1CCC(=O)N1C(=O)Nc1ccc(-c2ccccc2)cc1 (configuration not stated)	82
98	c1ccc(CNCCN(CCNCc2ccccn2)Cc2ccc3ccccc3c2)nc1	-35*
99	Cc1ccc(Nc2nc(N)nc(CSc3n[nH]c(N)n3)n2)cc1	101
100	COc1cc(C(=O)Oc2ccccc2OC(=O)c2cc(OC)c(OC)c(OC)c2)cc(OC)c1OC	110
101	O=C(CN1CCC(c2ccccc2)CC1)Nn1c(COc2ccccc2)nc2ccccc2c1=O	101
102	CCOC(=O)c1cn2ncnc(Oc3ccc(NC(=O)NC4CC4)c(F)c3)c2c1C	71
103	O=C(N/N=C/c1ccccc1)c1ccc(NC(=O)c2ccccn2)cc1	103
104	COc1cc(O)cc(/C=C/c2ccccc2)c1	79
105	O=C(C(=O)N1CCOCC1)c1cn(CCCn2cc(C(=O)C(=O)N3CCOCC3)c3ccccc32)c2ccccc12	92
106	CCCCCCCCOC(=O)CC[C@@H](C)[C@H]1CC[C@H]2[C@@H]3[C@H](OC(=O)CCN)C[C@@H]4C[C@H](OC(=O)CCN)CC[C@]4(C)[C@H]3C[C@H](OC(=O)CCN)[C@]12C	44
107	CCC(CCN(C)C)(OC(C)=O)c1ccccc1 (configuration not stated)	103
108	COc1cccc(-c2nc3occn3c2-c2ccnc(NCCCNS(=O)(=O)c3ccc(C(F)(F)F)cc3)n2)c1	116

The final 3 entries of the section above open the next one:
nr	molecule	HL-60(TB)
106	CCCCCCCCOC(=O)CC[C@@H](C)[C@H]1CC[C@H]2[C@@H]3[C@H](OC(=O)CCN)C[C@@H]4C[C@H](OC(=O)CCN)CC[C@]4(C)[C@H]3C[C@H](OC(=O)CCN)[C@]12C	44
107	CCC(CCN(C)C)(OC(C)=O)c1ccccc1 (configuration not stated)	103
108	COc1cccc(-c2nc3occn3c2-c2ccnc(NCCCNS(=O)(=O)c3ccc(C(F)(F)F)cc3)n2)c1	116
109	CCc1ccc(C2=NN(c3ccc(S(N)(=O)=O)cc3)C(c3ccc(N(C)C)cc3)C2)cc1 (configuration not stated)	85
110	O=C(O)c1ccccc1-c1ccccc1C(=O)Nc1ccc(N=Cc2ccc(F)cc2)cc1	97
111	CCOC(=O)/C=C(\CC(=O)O)Nc1ccccc1	96
112	CCOC(=O)c1cnn2c1N(C(C)=O)C(c1ccccc1)C2 (configuration not stated)	101
113	COC(=O)c1nc(N)nc(C(=O)OC)c1C(=O)c1cccc([N+](=O)[O-])c1	102
114	CCOC(=O)c1c(C)nc2c(c1N)C(=O)C(=O)N2Cc1cc(F)cc(Cl)c1	93
115	C=C1C(=O)OC2CC3(C)OC3C3OC3C3=CC(OC3=O)C12 (configuration not stated)	3.3*
116	N#Cc1c(-c2cccs2)cc(-c2cnccn2)nc1SCC(=O)Nc1ccc(C(F)(F)F)cc1	102
117	Cc1c[n+]2ccccc2n1C	71&117
118	CC(=O)c1ccc(-c2ccc([N+](=O)[O-])cc2)cc1	87
119	CCCCNS(=O)(=O)c1ccc(C)cc1	101
120	COc1ccccc1N1CCN(CC(O)COc2c(Br)c(Br)c(Br)c3c2OC(C)(C)C3)CC1 (configuration not stated)	10
121	Clc1ccc(-c2nc(-c3cccs3)no2)cc1	108

A few values from the list.
#120 in HL-60(TB) is entered as 10
#114 in HL-60(TB) is entered as 93
